TrxR1 inh: blocks rat thioredoxin reductase 1; O89049; recombinant rTrxR1, NADPH fluorescence consumption, selenite substrate; Potency, µM (highest dose often 114 µM), for the others: at the highest dose activity change, negative = inhibition, most hits filed as inhibitors; 1% of 390,000 active; note: potency is the fitted concentration of half-maximal effect; % is set by controls: 0 for no effect and ±100 for the full control effect; nearly all actives have a fitted effect of over 65% in size
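Rat TrxR1 (90 nM in the dispensed reagent) was pre-reduced with 400 uM NADPH for 5 min at room temperature, then incubated with compound for 15 min. After 400 uM selenite was added, NADPH fluorescence (Ex 340/Em 450 nm) was followed for 8 min.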
TRHR agonist: agonists of human TRH receptor | P34981 | TRHR cells, calcium flux fluo-8, FDSS agonist mode | activation, % at 2 µM | 0.18% of 360,000 active | AID 493084; in the data active = activation above about 30%; note: 0% is about no effect
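TRHR-expressing cells loaded with fluo-8 calcium dye; 23 nL library compound pin-transferred, kinetic FDSS fluorescence (Ex 480/Em 530) recorded about 180 s for agonist-induced calcium release, before a 10 nM TRH EC20 addition for potentiator mode.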
TrxR1 substrate: is turned over as a substrate by rat TrxR1 | Potency, µM (series often up to 114 µM), for the others: at the top dose activity change, negative = substrate turnover | purified TrxR1 substrate turnover, NADPH consumption readout | 0.01% of 390,000 active | AID 588456; note: potency is the fitted concentration of half-maximal effect; % is set by controls: 0 for no effect and ±100 for the full control effect; nearly all actives have a fitted effect of over 50% in size
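Rat TrxR1, dispensed at 90 nM, was prereduced with 400 uM NADPH (final) for 5 min at ~22 deg C, then incubated with compound 15 min before 400 uM selenite. A first-read NADPH fluorescence drop versus no-compound background flagged substrates.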
D2 agonist: activates the human D2 dopamine receptor. 0.53% of 340,000 active. P14416. HEK293 T-REx D2 cells, calcium flux agonist mode. activation, % at 2 µM. AID 485358;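 active = activation over 3 SD above normal in the single-dose calcium agonist read, cut at about 30% in these data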; note: 0% is about no effect
Target sequence (P14416 whole entry, looked up): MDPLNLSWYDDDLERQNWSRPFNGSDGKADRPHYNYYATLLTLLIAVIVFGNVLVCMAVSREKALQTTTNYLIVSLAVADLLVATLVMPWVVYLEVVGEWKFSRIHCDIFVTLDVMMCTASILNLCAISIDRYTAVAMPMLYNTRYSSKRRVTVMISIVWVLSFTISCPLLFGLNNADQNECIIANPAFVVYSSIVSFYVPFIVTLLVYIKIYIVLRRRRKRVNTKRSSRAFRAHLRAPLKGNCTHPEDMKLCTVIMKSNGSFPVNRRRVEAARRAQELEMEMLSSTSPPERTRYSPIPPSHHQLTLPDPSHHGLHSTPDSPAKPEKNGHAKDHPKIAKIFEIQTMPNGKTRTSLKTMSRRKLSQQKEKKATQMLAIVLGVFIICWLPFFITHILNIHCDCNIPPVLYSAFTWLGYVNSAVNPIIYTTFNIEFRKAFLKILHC
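Calcium-flux readout, 1 cycle/sec over 180 s following compound pin transfer, in inducible HEK293 Trex D2 cells (force-coupled); dopamine controls included. Positive calcium responses during this window marked compounds as potential agonists.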
D2 antag: antagonizes the human D2 dopamine receptor; inhibition, % at 10 µM; 2% of 340,000 active; P14416; AID 485344; HEK293 TREx D2 cells, calcium flux, dopamine EC80; in the data active = inhibition above about 30%; note: 0% is about no effect
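Compounds are added to dye-loaded, induced HEK293 T-REx cells coupled to calcium release via D2; after a 3 min kinetic read an EC80 dopamine stimulus is given and fluorescence is recorded for 3 more min.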
mIDH1 inhibitor: human IDH1 R132H inhibition. O75874. IDH1-R132H enzyme, NADPH consumption, diaphorase/resazurin fluorescence. Potency, µM (highest dose often 76.6 µM), without a hit: at the highest dose activity change, negative = inhibition, hits mostly inhibitors. 0.093% of 390,000 active; note: potency is the fitted concentration of half-maximal effect; % is set by controls: 0 for no effect and ±100 for the full control effect; nearly all actives have a fitted effect of over 65% in size
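IDH1-R132H (0.5 ug/mL dispensed) in pH 7.5 Tris buffer was preincubated 30 min with compound, then given a substrate mix of 0.016 mM NADPH and 2 mM alpha-KG for 80 min at room temperature; remaining NADPH was read by diaphorase/resazurin fluorescence.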
TRHR PAM: allosteric enhancers of human TRH receptor. P34981. TRHR cells, fluo-8 calcium fluorescence, EC20 TRH enhancement. enhancement, % at 2 µM. 0.66% of 360,000 active; in the data active = enhancement above about 30%; note: 0% is about no effect
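TRHR-expressing cells loaded with fluo-8 calcium dye were read kinetically (ex 480/em 530) during compound addition, then stimulated with an EC20 of TRH (10 nM final). Enhancement of the Gq-mediated intracellular calcium response was scored.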
USP1 inh: inhibitors of human USP1/UAF1 deubiquitinase | 0.23% of 390,000 active | Potency, µM (top dose mostly 57.1 µM), for inactives: at the top dose activity change, negative = inhibition, hits mostly inhibitors | recombinant USP1/UAF1, Ub-Rhodamine cleavage fluorescence | AID 743255; note: potency is the fitted concentration of half-maximal effect; % is set by controls: 0 for no effect and ±100 for the full control effect; nearly all actives have a fitted effect of over 60% in size; inactives centre near -12
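In this screen, compounds sit with the deubiquitinase complex (1nM) for 15 min at room temperature before Ub-Rho is added at 150nM final. Fluorescence rise is then followed for 6 reads every 60 seconds.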
PI4K2A inh: inhibitors of human PI4K2A. purified PI4K2A, ADP-Glo luminescence, 1 h; active compounds read low. activity change, negative = inhibition, % at 76.9 µM. 0.13% of 420,000 active; in the data active = activity change below about -50%; inconclusive = mostly about -30% to -49%;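 note: -100% = wells without enzyme as full effect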
Target sequence (Q9BTU6 whole entry, looked up): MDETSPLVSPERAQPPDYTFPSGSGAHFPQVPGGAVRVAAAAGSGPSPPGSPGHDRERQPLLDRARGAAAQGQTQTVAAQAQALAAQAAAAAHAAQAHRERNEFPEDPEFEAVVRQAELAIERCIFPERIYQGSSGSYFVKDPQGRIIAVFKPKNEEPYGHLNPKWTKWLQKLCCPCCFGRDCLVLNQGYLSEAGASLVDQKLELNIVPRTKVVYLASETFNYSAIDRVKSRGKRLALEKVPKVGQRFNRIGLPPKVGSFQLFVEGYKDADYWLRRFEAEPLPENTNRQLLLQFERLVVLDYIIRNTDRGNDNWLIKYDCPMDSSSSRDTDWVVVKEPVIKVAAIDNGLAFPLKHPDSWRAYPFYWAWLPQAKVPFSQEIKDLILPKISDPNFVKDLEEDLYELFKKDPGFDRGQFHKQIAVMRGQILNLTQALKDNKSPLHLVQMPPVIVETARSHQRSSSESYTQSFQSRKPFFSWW
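Compounds are screened against recombinant PI4K2A using PI as substrate and ATP, the latter dispensed at 300 microM. Reactions run one hour at ambient temperature before ADP-Glo detection; full inhibition defined by wells lacking enzyme.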
* marks the source's active call; other numbers are inactive results; ? = inconclusive; / = not tested or not shown; [ ] = dose if it differs, or a comment. Unless noted, calls come from the whole dose curve; as a rule, active = well fitted inhibition curve with a large enough effect; inconclusive = small, poorly fitted or top-dose-only effect; inactive = no such curve, though single readings can be large or run the other way.

Fields – TrxR1 inh	TRHR agonist	TrxR1 substrate	D2 agonist	D2 antag	mIDH1 inhibitor	TRHR PAM	USP1 inh	PI4K2A inh
Cn1cc(C(=O)NCC2COc3ccccc3O2)c(=O)c2cc(S(=O)(=O)N3CCCCC3)ccc21 (stereo unspecified)
  26%	0.7	19%	0.1	-9	0%	-13	-12%	-7
O=C(NC1=NCCS1)c1cccc(OC(F)F)c1
  26%	0.2	6%	0.9	-4	3%	5	-18%	-1
CCOc1ccc(N(Cc2ccccc2)C(=O)c2nc(SC)ncc2Cl)cc1
  22%	1.0	-4%	0.0	/	0%	3	-5%	-2
CC(=O)c1nnn(-c2cccc(C#N)c2)c1C
  10%[57.1 µM]	0.5	6%[57.1 µM]	0.8	2	8%	2	-7%	-5
CCCCn1c(N)c(N(CCOC)C(=O)CSCc2cccc(C)c2)c(=O)[nH]c1=O
  -3%	1.4	0%	0.2	3	4%	-2	3%	-2
CCCCOc1ccc(C(=O)Nc2ccc3c(c2)C(=O)NC3=O)cc1
  0%	-0.3	39%[activator]	-0.1	5	-7%	17	-18%	-2
Cc1ccc(NC(=O)C(C)OC(=O)/C=C/c2ccccc2)cc1 (stereo unspecified)
  12%	-1.2	2%	-1.0	-17	-7%	0	-22%	3
O=[n+]1c2c(n([O-])c3c1CCC3)CCCC2
  2%[57.1 µM]	1.5	-4%	-0.5	-1	3%	-3	-2%	0
CNC(=S)N(CCCN(C)C)Cc1cc2cc3c(cc2[nH]c1=O)OCCO3
  -4%	0.2	27%	0.2	14	0%	-1	-18%	0
CSc1nc(-c2ccccc2)nc(NC(=O)C(C)C)c1C(C)=O
  17%	-1.8	-4%	-0.3	7	3%	4	-15%	-5
CCc1cccc(CC)c1NS(=O)(=O)c1ccc2c(c1)CCN2C(=O)C1CC1
  13%	-0.9	1%	0.5	/	-6%	8	-31%	-1
CCOC(=O)CCn1cnc2onc(-c3cc(OC)ccc3Cl)c2c1=O
  2%	-0.1	-9%	-0.4	/	1%	-1	-9%	-2
CCCCNC(=O)CCn1nc(-c2ccc(Cl)cc2)ccc1=O
  4%	-1.3	-8%	0.8	-1	-5%	-5	-26%	0
OCC[C@@H]1C[C@@H](O)[C@H](O)[C@@]2(Cc3ccccc3CO2)O1
  14%[57.1 µM]	0.1	3%	0.3	11	12%	-4	-19%	3
Cc1cc(C)cc(OCc2ccc(C(=O)NN)o2)c1
  20%	0.5	1%	-1.2	16	2%	-3	-14%	1
COc1ccsc1C(=O)N1CCN(Cc2ccc3c(c2)OCO3)CC1
  7%[57.1 µM]	1.0	11%[57.1 µM]	2.2	-3	10%	5	3%	2
CC(=O)c1sc(NC(=O)c2ccc(COc3ccccc3Cl)o2)nc1C
  -17%	-0.3	0%	-1.6	-7	-7%	-1	-17%	1
O=C(c1csc2ccccc12)n1cccn1
  12%	-1.6	5%	0.4	-10	1%	-1	-10%	-3
O=c1cc(-c2ccccc2)n2c(SCc3cccc([N+](=O)[O-])c3)nnc2[nH]1
  -2%[57.1 µM]	0.4	0%[57.1 µM]	0.4	/	9%	2	-2%	0
COc1ccc([C@@H]2[C@@H](C(=O)C(C)(C)C)N3N=Cc4ccccc4[C@@H]3C23C(=O)OC(C)(C)OC3=O)cc1OC
  16%[57.1 µM]	1.1	6%	0.0	14	0%	3	-5%	-7
Cc1ccc(NC(=O)CN2C(=O)COc3ccc(S(=O)(=O)N4CCOCC4)cc32)cc1F
  16%[57.1 µM]	-0.2	3%[57.1 µM]	0.0	-14	18%	-8	-10%	-4
O=C(O)C1CC(=O)N(c2ccc(F)c(F)c2)C1 (stereo unspecified)
  14%[57.1 µM]	1.1	12%[57.1 µM]	/	/	2%	24	5%	-10
O=C(N/N=C/c1ccc([N+](=O)[O-])o1)c1cn2ccc3ccccc3c2n1
  13%[11.4 µM]	-0.3	19%[57.1 µM]	0.0	-9	9%	7	?	-7
O=C(O)c1cccc(NCc2cccnc2)c1
  -3%[57.1 µM]	0.3	5%[57.1 µM]	1.0	2	-2%	2	-6%	-4
COc1ccc(CC(=O)NNS(=O)(=O)c2ccc([N+](=O)[O-])cc2)cc1OC
  14%	0.5	-1%	2.5	1	-19%	3	-22%	-3
O=C(/C(=C/O)N=Nc1cccc(C(F)(F)F)c1)c1ccccc1
  21%[57.1 µM]	-0.7	3%[57.1 µM]	-3.4	-12	8%	5	-23%	3
O=C(Nc1ccc2c(c1)OCCO2)C1CCN(S(=O)(=O)c2ccc3c(c2)OCCO3)CC1
  8%	0.1	-1%	0.5	-8	1%	6	-5%	-4
COc1cc(OC)cc(-c2cc3cc(F)ccc3cn2)c1
  -9%	/	-2%	/	/	14%	/	-11%	-9
O=S1(=O)NC(=NCc2ccccc2)c2ccccc21
  22%	-0.1	5%	0.4	30*	1%	-5	-12%	4
O=C(COC(=O)c1ccccc1O)NCC1COc2ccccc2O1 (stereo unspecified)
  -2%	0.0	-6%	0.5	24	3%	-2	0%	5

Compound profiles (already shown):
Cc1ccc(NC(=O)CN2C(=O)COc3ccc(S(=O)(=O)N4CCOCC4)cc32)cc1F as listed: TrxR1 inh = 16%[57.1 µM]; TRHR agonist = -0.2; TrxR1 substrate = 3%[57.1 µM]; D2 agonist = 0.0; D2 antag = -14; mIDH1 inhibitor = 18%; TRHR PAM = -8; USP1 inh = -10%; PI4K2A inh = -4
O=C(N/N=C/c1ccc([N+](=O)[O-])o1)c1cn2ccc3ccccc3c2n1 as listed: TrxR1 inh = 13%[11.4 µM]; TRHR agonist = -0.3; TrxR1 substrate = 19%[57.1 µM]; D2 agonist = 0.0; D2 antag = -9; mIDH1 inhibitor = 9%; TRHR PAM = 7; USP1 inh = ?; PI4K2A inh = -7

(more compounds)
Fields – TrxR1 inh	TRHR agonist	TrxR1 substrate	D2 agonist	D2 antag	mIDH1 inhibitor	TRHR PAM	USP1 inh	PI4K2A inh
CCOc1ccccc1NC(=O)COc1cccc2c(=O)n(CCOC)ccc12
  4%[57.1 µM]	-0.6	-4%[57.1 µM]	0.8	/	-10%	-2	?	-15
COC(=O)[C@H](Cc1ccccc1)NC(=O)c1cc(COc2c(F)cccc2F)on1
  32%	-0.5	-1%	-0.2	3	1%	3	-19%	3
COc1ccc(CNC(=O)C2CCN(c3nc4ccc(C)cc4[nH]3)CC2)cc1
  7%[57.1 µM]	-0.4	0%[57.1 µM]	-0.7	/	-1%	-2	?	-7
CCO/C(C)=N/n1c2nc3ccccc3nc2c2c(=O)n(CC(C)C)c(C)nc21
  -14%	0.3	-9%	0.5	22	4%	19	-24%	-4
COc1cc(C2c3c(oc4ccccc4c3=O)C(=O)N2Cc2cccnc2)cc(OC)c1OC (stereo unspecified)
  /	-0.3	/	-1.8	12	/	18	/	/
Oc1ccc(Cl)cc1C1=Nc2ccccc2N=C(c2cccc(Br)c2)C1
  -4%	-1.3	-4%	-2.0	/	-1%	-3	-14%	3
O=C(NCc1ccc(Cl)cc1Cl)Nc1ccccc1
  -8%[57.1 µM]	/	-2%[57.1 µM]	/	/	2%	/	-17%	0
CCCOc1ccc(-c2nnc(-c3ccncc3)o2)cc1
  16%	-0.3	32%[activator]	-1.2	5	5%	-12	-22%	-2
O=C(CSc1n[nH]c(-c2ccccc2)n1)Nc1ccc(Br)cn1
  -12%	0.3	-9%	-0.1	-5	4%	-3	-11%	-8
COc1ccc(N2CCN(C(=S)Nc3ccc(C)cc3C)CC2)cc1
  9%	0.4	-1%	0.5	9	6%	-1	4%	-1
O=c1c(C=NCCCn2ccnc2)c(-c2ccccc2)[nH]n1-c1nc2ccccc2s1
  14%	-0.4	9%	0.7	-4	9%	1	?	-3
CCCc1c(C(=O)N/N=C(\C)CCc2ccc(OC)cc2)nnn1-c1nonc1N
  24%	0.3	8%	0.4	2	-3%	4	-25%	-8
COc1ccc(NS(=O)(=O)c2ccc(N3CC(O)=C(c4ccccc4)C3=N)cc2)cc1
  -59%[0.0914 µM]	-0.7	-3%	-0.7	3	-5%	-3	-1%	0
Cc1ccc(OCCn2c(=O)n(C)c3ccccc32)cc1
  4%	0.3	0%	-0.1	-2	5%	0	-15%	2
CN(Cc1ccccc1)C(=O)c1[nH]cnc1C(=O)NC1CCN(C(=O)OC(C)(C)C)CC1
  ?	/	1%	/	/	12%	/	-20%	-1
Fc1ccc(Nc2nc(Nc3ccc(F)cc3)nc(N3CCOCC3)n2)cc1
  -7%	-1.0	-7%	-2.3	/	-27%	1	-3%	-6
Cc1cc(C(=O)NNC(=O)c2cccc(C(F)(F)F)c2)no1
  8%	0.4	-8%	0.4	-27	13%	13	-14%	1
O=C(Cc1ccc(Cl)cc1)NNC(=O)c1ccco1
  25%	-0.6	3%	0.3	8	-6%	-2	-8%	-3
COc1ccc(N(CCCN2C(=O)c3cccc4cccc(c34)C2=O)C(=O)c2cccs2)cc1
  21%	-0.5	2%	0.3	-3	4%	2	-3%	2
Cc1c(C)c(C)c(CN2CCSCC2)c(C)c1C
  39%[activator]	-0.3	6%	0.5	-6	-3%	9	-23%	3
COc1cc(/C=C/C(=O)c2ccc(C)c([N+](=O)[O-])c2)cc(OC)c1O
  -20%	-0.2	-10%	-2.3	-4	3%	5	-3%	-11
Cc1[nH]n(-c2ccccc2)c(=O)c1/C=C1\C=NN=C1c1ccccc1
  7%[57.1 µM]	0.2	4%	4.3	-1	5%	6	-11%	-7
Cc1ccc(-c2nn3c(C)nnc3s2)cc1NC(=O)CSc1ccc(Cl)cc1
  8%	-1.2	-5%	-0.3	8	1%	4	-12%	-3
CCOC(=O)c1c(NC(=O)C2CC2)sc(C)c1CC
  5%	-0.6	1%	-1.7	6	1%	-18	-15%	-4
Cc1cc(C)n(CCNc2nc3nonc3nc2N2CCCCC2)n1
  1%	0.2	-7%	-1.0	6	-1%	-5	-8%	9
C/C(=N\NC(=O)c1c[nH]c2ccccc12)c1ccc2c(c1)OCO2
  6%	-0.6	-8%	0.0	-15	8%	-1	-11%	-2
